Rac1 wt modul – human Rac1 wildtype GTP binding, inhibitors and activators | AID 757 | hit rate 0.27% among 190,000 | GST-Rac1 beads, fluorescent GTP binding, flow cytometry; actives lie on both sides; 0 = cold GTP competed, 100 = untreated | P63000 | GTP binding activity (% of control), % at 10 µM;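 active means GTP binding activity at least 20 points away from the 100% control level, either lower or higher; inconclusive means compound flagged as likely green fluorescent, judged across all proteins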
Rab7 wt GTP bind – dog Rab7 wildtype GTP binding, inhibitors and activators. hit rate 0.055% among 190,000. GTP binding activity (percent of control), % at 10 µM. GST-Rab7 beads, fluorescent GTP binding, flow cytometry; actives lie on both sides; untreated = 100%, excess cold GTP = 0%. AID 758;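 active means fluorescent GTP binding to Rab7 beads changed by at least 20 points from the 100% baseline, either direction, mostly lower; inconclusive means compound itself probably fluorescent, or too few beads counted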;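 further: median green fluorescence of bound Bodipy-FL-GTP per Rab7 bead population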
ABCG2 block – human ABCG2 inhibition, ABCB1 as counter-screen. IgMXP3 cells, JC-1 efflux, flow cytometry. AID 1325. hit rate 0.1% among 190,000. inhibition, % at 6.6 µM;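 active means inhibition above 80%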;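 further: 0% = DMSO and 100% = nicardipine control wells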
Target sequence (Q9UNQ0 whole entry, looked up): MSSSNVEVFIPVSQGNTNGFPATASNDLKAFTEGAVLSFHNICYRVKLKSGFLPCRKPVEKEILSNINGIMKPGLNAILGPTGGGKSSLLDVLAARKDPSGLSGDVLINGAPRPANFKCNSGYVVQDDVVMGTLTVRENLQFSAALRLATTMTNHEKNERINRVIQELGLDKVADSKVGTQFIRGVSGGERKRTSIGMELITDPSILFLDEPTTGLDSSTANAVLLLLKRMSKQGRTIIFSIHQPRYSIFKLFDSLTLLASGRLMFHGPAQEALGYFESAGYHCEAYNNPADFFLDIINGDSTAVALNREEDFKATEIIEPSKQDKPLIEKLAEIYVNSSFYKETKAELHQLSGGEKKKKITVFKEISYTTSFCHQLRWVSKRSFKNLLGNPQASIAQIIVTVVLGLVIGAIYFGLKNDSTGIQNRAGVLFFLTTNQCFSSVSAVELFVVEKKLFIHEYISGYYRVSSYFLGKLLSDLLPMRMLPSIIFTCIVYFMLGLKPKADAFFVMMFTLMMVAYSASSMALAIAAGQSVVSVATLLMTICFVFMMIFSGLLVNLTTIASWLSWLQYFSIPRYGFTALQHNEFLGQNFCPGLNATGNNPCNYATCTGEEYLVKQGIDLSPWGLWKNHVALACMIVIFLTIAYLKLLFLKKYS
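Test system: IgMXP3 (ABCG2) plus far-red-tagged CCRF-Adr (ABCB1) cells / Amount: 3 million cells/mL in well / Reagent: JC-1 transporter substrate / Timing: 10 min compound exposure, 25 °C / Signal: flow cytometry, 530 nm JC-1 signal / Read-out: percent efflux inhibition, scaled nicardipine 100% to DMSO 0% / Benchmarks: nicardipine as high control, DMSO as low control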
Avidin fluor – avidin bead compound fluorescence profile. Avidin beads, compound fluorescence 488/530 nm, flow cytometry; hits give high values. fluorescence (KMESF) at 10 µM. hit rate 0.38% among 220,000; in the data active means fluorescence above about 47; further: inactives centre near 10
Pf gametocyte – inhibitors of late stage P. falciparum gametocyte viability | hit rate 0.065% among 150,000 | P. falciparum stage V gametocytes, ATP luminescence, 24 h | inhibition, % at 10.9 µM | AID 743093;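 active means inhibition above the mean plus 3 SD of compounds within the control limits, set per campaign, cut at about 38% in these data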;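 further: 0% = DMSO wells and 100% = medium only without gametocytes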
Rac1 act GTP bind – alters GTP binding to activated mutant human Rac1 | percent activity (GTP binding), % at 10 µM | P63000 | GST-Rac1 activated beads, fluorescent GTP binding, flow cytometry; actives lie on both sides; 100% means binding = to untreated wells | hit rate 0.11% among 190,000;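 active means GTP binding at least 20 percentage points away from the 100% baseline, in either direction, so actives lie on both sides; inconclusive means Compound likely fluorescent itself, or too few beads counted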
ABCB1 inh – blocks JC-1 efflux by human ABCB1 transporter | inhibition, % at 6.6 µM | P08183 | hit rate 0.067% among 190,000 | CCRF-Adr cells, flow cytometry; in the data active means inhibition above about 40%;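 further: 0% = vehicle and 100% = reference inhibitor; higher value means more JC-1 retained so stronger ABCB1 efflux block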
HRas wt GTP – changes GTP binding to wildtype human HRas; P01112; GST-Ras wt beads, Bodipy-FL-GTP binding, flow cytometry; actives lie on both sides; GTP binding activity, % at 10 µM; hit rate 0.14% among 190,000; AID 759;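 active means GTP binding activity at least 20% away from the 100% baseline, either lowered as inhibitor or raised as activator; inconclusive means flagged as likely green fluorescent, judged across all proteins in the well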;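 further: 0% = unlabeled GTP competition control and 100% = no-compound control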
Target sequence (P01112 whole entry, looked up): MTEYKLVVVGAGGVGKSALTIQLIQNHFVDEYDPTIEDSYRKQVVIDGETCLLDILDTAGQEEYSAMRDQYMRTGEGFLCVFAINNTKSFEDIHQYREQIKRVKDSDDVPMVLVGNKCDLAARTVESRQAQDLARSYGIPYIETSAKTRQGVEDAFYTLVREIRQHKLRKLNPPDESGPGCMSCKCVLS
Mcl1 Noxa PPI – disrupts binding of human Mcl-1 to Noxa peptide | Q07820 | TR-FRET Mcl-1/Noxa peptide binding, 2 h | inhibition, % at 21.7 µM | hit rate 1.5% among 220,000 | AID 1022;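 active means compounds that cut the protein-peptide binding signal by more than 50% relative to plate controls in a single-dose test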;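 further: His-tagged Mcl-1 with rhodamine Noxa BH3 peptide and terbium anti-His antibody; 0% = Mcl-1 plus Noxa peptide wells and 100% = peptide-only wells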
Rab2 wt GTP – changes GTP binding to wildtype dog Rab2A, up or down | AID 760 | hit rate 0.19% among 190,000 | GST-Rab2 wt beads, Bodipy-GTP binding, flow cytometry | GTP binding activity, % at 10 µM;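 active means GTP binding activity at least 20 points away from 100%, either lowered or raised; inconclusive means signal likely due to the compound's own green fluorescence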;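 further: 0% = beads with excess unlabeled GTP and 100% = no-compound control corrected for plate trend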
Cdc42 wt – modulators (inhibitors or activators) of GTP binding to human Cdc42 wildtype; P60953; GST-Cdc42 beads, Bodipy-GTP binding, flow cytometry; actives lie on both sides; percent activity (GTP binding), % at 10 µM; hit rate 0.2% among 190,000; AID 761;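 active means percent activity GTP binding at least 20 points away from the 100% baseline, either down as inhibitor or up as activator; inconclusive means compound flagged as likely green fluorescent from well-wide comparison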;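 further: median bead fluorescence of bound Bodipy-FL-GTP at 100 nM; 0% = excess unlabeled GTP control and 100% = no compound control; below 100% means less GTP binding so inhibitor and above means activator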
Target sequence (P60953 whole entry, looked up): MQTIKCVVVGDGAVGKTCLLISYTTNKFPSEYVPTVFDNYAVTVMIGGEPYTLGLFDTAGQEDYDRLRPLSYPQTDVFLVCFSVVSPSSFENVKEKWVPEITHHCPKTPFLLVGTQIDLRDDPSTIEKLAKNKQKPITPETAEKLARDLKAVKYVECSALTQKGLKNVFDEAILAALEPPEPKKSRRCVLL
Active calls of the source: *; ? = inconclusive; . = not tested or not shown.

SMILES | Rac1 wt modul | Rab7 wt GTP bind | ABCG2 block | Avidin fluor | Pf gametocyte | Rac1 act GTP bind | ABCB1 inh | HRas wt GTP | Mcl1 Noxa PPI | Rab2 wt GTP | Cdc42 wt
COc1ccc(-c2nc(N3CCCC3)[nH]c(=O)c2C#N)cc1 | 105 | 95 | 12 | 32 | . | 101 | 0.5 | 102 | -6 | 101 | 101
COc1ccc(Oc2coc3cc(OC(=O)c4cccs4)ccc3c2=O)cc1 | 100 | 98 | 1 | 4 | 13 | 99 | 0.2 | 99 | 10 | 101 | 101
Cc1ccc2nc(-c3ccc(NC(=O)CNC4CC4)cc3)sc2c1 | 94 | 98 | 1 | 101* | -22 | 96 | 0.2 | 93 | 45 | 95 | 93
COC(=O)C1CCN(c2ccc([N+](=O)[O-])cc2[N+](=O)[O-])CC1 | 93 | 93 | 5 | 11 | -2 | 93 | 0.5 | 91 | -2 | 95 | 95
Cc1ccc(NC(=O)CSC2=NCCN2)cc1 | 103 | 95 | 0 | 8 | . | 101 | 0.1 | 100 | 3 | 101 | 100
O=C(CCc1ccccc1)Nc1ccc(F)c([N+](=O)[O-])c1 | 99 | 95 | 4 | 25 | -24 | 95 | 0.4 | 94 | -15 | 94 | 93
COc1cc(-c2nc(-c3cccnc3)no2)cc(OC)c1OC | 103 | 102 | 18 | 5 | . | 101 | . | 102 | -11 | 101 | 100
CCOc1ccc(N(C(C)C(=O)Nc2ccc(OC)cc2)S(C)(=O)=O)cc1 (stereo unspecified) | 105 | 103 | 43 | 35 | . | 100 | 0.8 | 99 | 14 | 101 | 101
COC(=O)c1c(C)[nH]c(C)c1-c1ccccc1Cl | 108 | 104 | 4 | 10 | -4 | 98 | 0.1 | 103 | 9 | 100 | 102
Cc1cccc(Nc2nnc(SCC3CCCCO3)s2)c1C (stereo unspecified) | 102 | 95 | 20 | 5 | -3 | 98 | 0.9 | 99 | 7 | 100 | 100
COc1ccc(N2C(=O)CN(Cc3ccc(OC)c(OC)c3)C2=S)cc1 | 98 | 97 | 6 | 7 | . | 92 | 0.8 | 96 | 1 | 96 | 94
CCCCc1ccc(Nc2nc(CCC)cc(=O)[nH]2)cc1 | 105 | 105 | -1 | 9 | 15 | 101 | -0.1 | 107 | 19 | 103 | 104
CCCn1c(SCC(=O)Nc2c(CC)cccc2CC)nnc1C(C)C | 97 | 96 | 3 | 8 | 1 | 98 | 1.3 | 99 | -1 | 98 | 100
CCOc1ccc(CN2CCN(c3cc(C)nc4c5c(C)cc(C)nc5nn34)CC2)cc1 | 95 | 95 | 23 | 31 | . | 96 | 3.8 | 94 | 0 | 93 | 94
COc1cc2c(cc1OC)C(C(=O)O)C(c1cc(Br)c(O)c(OC)c1)N(C)C2=O (stereo unspecified) | 108 | 104 | 3 | 16 | . | 100 | 0.0 | 103 | -25 | 104 | 104
COc1ccc(-c2nc(CSCC(=O)N3CCN(c4cccc(C)c4)C(C)C3)c(C)o2)cc1OC (stereo unspecified) | 102 | 100 | 0 | 6 | . | 100 | 3.5 | 102 | 14 | 102 | 103
COCCNCC1C(Oc2ccc(Cl)cc2)C(=O)N1c1ccccc1C (stereo unspecified) | 96 | 101 | 2 | 20 | . | 93 | 0.9 | 96 | 23 | 99 | 98
CCCCCCCCCCCC(=O)N/N=C/c1ccco1 | 97 | 95 | 1 | 8 | -1 | 95 | 0.4 | 100 | 11 | 96 | 97
Cc1nc2c(cnn2-c2ccccc2)c(=O)[nH]1 | 94 | 99 | 12 | 2 | 4 | 94 | 0.5 | 96 | -1 | 96 | 91
COc1ccc(-c2cc(C(F)(F)F)nc(NCc3cccs3)n2)cc1 | 102 | 96 | 22 | 10 | -5 | 99 | 4.7 | 99 | 9 | 98 | 99
CCc1ccc(C2C3=C(CC(C)(C)CC3=O)Nc3c2c(=O)[nH]c2nc(C)nn32)cc1 (stereo unspecified) | 99 | 100 | 2 | 11 | 9 | 98 | 0.1 | 101 | 16 | 100 | 99
CCc1c(C)c2ccc(OCC(N)=O)cc2oc1=O | 96 | 93 | 0 | 27 | -9 | 95 | -0.1 | 95 | 11 | 96 | 96
CCOc1ccc(C(=O)NC(=S)Nc2ccc(NC(=O)C(C)C)cc2)cc1[N+](=O)[O-] | 102 | 95 | 13 | 13 | 17 | 97 | -0.1 | 99 | 8 | 100 | 99
O=C(/C=C/c1cn(-c2ccccc2)nc1-c1cccnc1)c1ccco1 | 93 | 99 | 20 | 9 | 0 | 91 | 12 | 93 | 40 | 91 | 92
O=C(O)c1cc(-c2ccccc2)n(-c2ccccc2C(=O)O)n1 | 92 | 91 | 2 | 31 | -7 | 92 | 0.5 | 92 | 15 | 92 | 93
COc1ccc(OC)c(NS(=O)(=O)c2ccc(SC)cc2)c1 | 104 | 101 | 6 | 35 | . | 99 | 1.1 | 98 | 0 | 99 | 97
CC(C)(C)n1nnnc1CN1C2CCC1CC(NC(=O)Nc1ccccc1)C2 (stereo unspecified) | 103 | 102 | -2 | 6 | -17 | 101 | -3.0 | 101 | 4 | 102 | 102
CCOc1cc(/C=N/NC(=O)c2cccnc2)ccc1OC(=O)c1ccco1 | 93 | 94 | 13 | 3 | -28 | 95 | 2.4 | 97 | 10 | 96 | 96
O=c1oc2ccccc2c(Nc2ccc(O)cc2)c1[N+](=O)[O-] | 99 | 95 | 0 | 40 | . | 95 | -0.1 | 97 | 25 | 96 | 97
Oc1ccc(O)c(Cc2nc3ccccc3[nH]2)c1 | 99 | 99 | 0 | 10 | 4 | 97 | -0.1 | 97 | 17 | 98 | 98
N#Cc1ccc(NC(=O)COC(=O)CCc2ccc(S(=O)(=O)N3CCCCC3)cc2)cc1 | 102 | 100 | 7 | 14 | -2 | 98 | 0.4 | 100 | 6 | 99 | 100
CCOC(=O)c1[nH]c(=O)[nH]c1CSc1nc(C)cc(C)n1 | 102 | 103 | 0 | 10 | -10 | 99 | -0.3 | 106 | -7 | 107 | 107
CCOc1cc(/C=N/NC(N)=O)ccc1OC(=O)c1ccc(C)cc1 | 105 | 100 | 0 | 6 | . | 101 | 0.0 | 101 | -8 | 100 | 103
Cc1ccc(S(=O)(=O)N/N=C\c2ccc(Cl)c([N+](=O)[O-])c2)cc1 | 100 | 100 | 2 | 17 | -17 | 92 | 0.2 | 97 | 8 | 99 | 98
COCCCNC(=O)c1oc2ccc(S(=O)(=O)N(C)C3CCCCC3)cc2c1C | 106 | 101 | 44 | 32 | . | 99 | 2.8 | 100 | 2 | 100 | 103
COC(=O)C1CC(O)CN1C(=O)NC1CCCCC1 (stereo unspecified) | 97 | 98 | 8 | 11 | -8 | 96 | -0.1 | 95 | 6 | 98 | 97
COc1ccc(CCNC(=O)COC(=O)/C=C/c2cccs2)cc1 | 94 | 98 | 0 | 12 | -1 | 89 | -0.2 | 91 | 14 | 90 | 90
Cc1cccc(C(=O)Nc2ccc(CC(=O)O)cc2)c1 | ? | ? | 2 | 15 | -6 | ? | 0.5 | ? | -9 | ? | ?
COc1ccc(CN=C2NN=C(c3ccccc3)CS2)cc1 | ? | ? | 1 | 26 | . | ? | 0.2 | ? | 16 | ? | ?
O=C(NC(C(=O)N/N=C/c1c2ccccc2cc2ccccc12)c1n[nH]c(=O)c2ccccc12)c1ccccc1 (stereo unspecified) | 104 | 100 | -13 | 17 | . | 98 | -1.6 | 100 | 4 | 101 | 100
CCn1cc(Br)c(C(=O)Nc2cccc(SC)c2)n1 | 107 | 103 | 40 | 21 | . | 102 | 0.2 | 99 | 3 | 105 | 98
CN1CC(=O)N(C)c2nc(Br)n(C)c2C1=O | 101 | 98 | 0 | 9 | 26 | 98 | -0.3 | 102 | -8 | 102 | 102
C/C(=N\Nc1nc2ccccc2[nH]1)c1ccc2c(c1)OCO2 | 95 | 107 | 13 | 9 | 4 | 100 | 1.8 | 100 | 1 | 101 | 98
S=C(Nc1cccnc1)N1CCCCC1 | 99 | 97 | 7 | 11 | 0 | 97 | 0.7 | 98 | 13 | 98 | 99
CCOC(=O)c1c(NC(=O)C2CCCO2)sc(C)c1C (stereo unspecified) | 96 | 96 | 10 | 3 | -16 | 93 | 0.3 | 94 | 7 | 94 | 94
COc1ccc2[nH]cc(CCNC(=O)c3ccc([N+](=O)[O-])cc3)c2c1 | 102 | 98 | 7 | 9 | 9 | 96 | 0.7 | 96 | 10 | 98 | 99
O=C1CC(c2ccco2)CC(O)=C1C=Nc1cc(Cl)ccc1Cl (stereo unspecified) | 100 | 93 | 1 | 0 | 15 | 100 | -0.2 | 99 | 18 | 98 | 101
CN(C)/C=C/C(=C\C(=O)C(F)(F)F)Nc1ccc(C(F)(F)F)cc1 | 102 | 104 | 3 | 13 | -17 | 97 | 0.5 | 102 | 10 | 100 | 100
Cc1ccc(C(=O)Nc2ncnc3sc4c(c23)CCCCC4)cc1 | 104 | 97 | 3 | 6 | . | 99 | 1.2 | 99 | 6 | 101 | 98
CC(C)Oc1ccc(C(CC(=O)NCc2ccco2)c2ccccc2)cc1 (stereo unspecified) | 104 | 101 | 2 | 8 | . | 101 | 0.1 | 101 | -1 | 102 | 103
(cont.)
SMILES | Rac1 wt modul | Rab7 wt GTP bind | ABCG2 block | Avidin fluor | Pf gametocyte | Rac1 act GTP bind | ABCB1 inh | HRas wt GTP | Mcl1 Noxa PPI | Rab2 wt GTP | Cdc42 wt
COc1cc([N+](=O)[O-])ccc1NC(=O)CN1CCCC1 | 102 | 109 | 1 | 4 | . | 97 | 0.5 | 98 | 23 | 104 | 99
CC(=O)c1cccc(N(C(=O)c2ccco2)C(C(=O)NC2CCCC2)c2ccncc2)c1 (stereo unspecified) | 108 | 100 | 2 | 10 | . | 99 | 0.4 | 102 | 14 | 100 | 105
O=[N+]([O-])c1cccc(-c2nnc(-c3ccccc3)o2)c1 | 98 | 100 | 8 | 11 | -30 | 96 | 0.8 | 97 | -6 | 97 | 97
O=C(Nc1ccc(S(=O)(=O)Nc2nccs2)cc1)c1cc(-c2ccccc2)nc2ccccc12 | 102 | 96 | -4 | 13 | 27 | 96 | -0.9 | 94 | 38 | 95 | 94
Cc1sc2nc3ccc(NCc4ccco4)nn3c(=O)c2c1C | 22* | 18* | -1 | 9 | 21 | 30* | -0.6 | 34* | 40 | 27* | 28*
COC(=O)c1cc(Sc2cccc(Cl)c2Cl)ccn1 | 105 | 108 | 6 | 9 | 4 | 97 | 0.9 | 102 | 13 | 105 | 100

Assay outcomes deposited in PubChem BioAssay by several laboratories.
